GIRK2 act = Activates human GIRK2-containing potassium channels; HEK293 GIRK2/NPY4 cells, thallium flux fluorescence; activation (% efficacy), % for hits at 37.5 µM; 34,000 tested, under 10 active; AID 1259324;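 active means primary screen hit, no activity in plain HEK293 cells, and in GIRK2-only cells above 5% efficacy rising with concentration; inactive means the rest, including fluorescent compounds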;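 further: efficacy is normalized control-subtracted fluorescence 15 s after thallium addition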
Target sequence (P48051 whole entry, looked up): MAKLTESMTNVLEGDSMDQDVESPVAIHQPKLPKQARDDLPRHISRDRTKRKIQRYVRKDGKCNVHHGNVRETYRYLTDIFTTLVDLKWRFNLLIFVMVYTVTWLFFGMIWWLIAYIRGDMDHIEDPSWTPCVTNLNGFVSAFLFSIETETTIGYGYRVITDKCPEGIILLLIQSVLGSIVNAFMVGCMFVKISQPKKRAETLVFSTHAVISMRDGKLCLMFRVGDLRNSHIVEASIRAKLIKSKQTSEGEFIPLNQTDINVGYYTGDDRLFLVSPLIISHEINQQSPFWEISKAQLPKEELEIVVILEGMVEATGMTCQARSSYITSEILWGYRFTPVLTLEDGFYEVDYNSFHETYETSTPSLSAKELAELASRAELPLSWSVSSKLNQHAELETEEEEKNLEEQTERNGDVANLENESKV
Calls only. Not all compounds are listed (hit frequency here may not be typical).

How did Cn1cc(S(=O)(=O)CC(=O)N2CCOCC2)c2ccccc21 do in these assays?
GIRK2 act: inactive

How did COc1ccc(-c2ccc(=O)n(CCCNC(=O)Nc3cccc(OC)c3)n2)cc1 do in these assays?
GIRK2 act: inactive

Results for O=C(c1cc(Cl)ccc1[N+](=O)[O-])N(C(=O)N1CCCCC1)c1cccc(Cl)c1 ?
GIRK2 act: inactive

Results for CCCCc1ccc(NC(=O)Cn2cc(OC)c(=O)cc2CSc2ncccn2)cc1 ?
GIRK2 act: inactive

Results for COc1ccc(NC(=O)Nc2ccc3c(c2)CCC(=O)N3C)cc1OC ?
GIRK2 act: inactive

What do the screens show for `Cc1ccccc1NC(=O)C1C(=O)CC(C)(O)C(C(=O)Nc2ccccc2C)C1c1cnn(C)c1C` (stereo not given)?
GIRK2 act: inactive

How did CSCCC(C)(O)CNC(=O)C(=O)NC1CCCC1 (stereo not given) do in these assays?
GIRK2 act: inactive

What do the screens show for `CSc1nc2ccc(NC(=O)C3CCCN(S(C)(=O)=O)C3)cc2s1` (stereo not given)?
GIRK2 act: inactive

How did CN(C)S(=O)(=O)c1ccc(C(=O)N(CCc2ccccc2)Cc2ccccn2)cc1 do in these assays?
GIRK2 act: inactive

What do the screens show for `O=C(NCC1CCN(c2ncccn2)CC1)C(=O)Nc1ccc2c(c1)OCO2`?
GIRK2 act: inactive

What do the screens show for `O=C(CSc1ccc(F)cc1)N(Cc1ccsc1)C1CC1`?
GIRK2 act: inactive

How did O=C(Nc1cc(-c2ccccc2)nn1CCO)c1ccccc1C(F)(F)F do in these assays?
GIRK2 act: inactive

What do the screens show for `CCc1cc(=O)[nH]c2cc(NC(=O)c3ccc(OC(F)(F)F)cc3)ccc12`?
GIRK2 act: inactive

What do the screens show for `COc1ccc(C(=O)Nc2noc3ncccc23)cc1OC`?
GIRK2 act: inactive

How did COc1cccc(OCC(=O)N2CCN(c3nccn3-c3cccc(Cl)c3)CC2)c1 do in these assays?
GIRK2 act: inactive

Results for Cc1cccc(C)c1OCC(=O)Nc1nonc1-c1ccccc1 ?
GIRK2 act: inactive

How did O=S(=O)(CCc1ccccc1)N1CCN(c2ccc(-c3cccs3)nn2)CC1 do in these assays?
GIRK2 act: inactive

Results for Cc1ccccc1C(=O)Nc1ccc(Nc2cc(-n3cccn3)ncn2)cc1 ?
GIRK2 act: inactive

What do the screens show for `COc1ccccc1CNC(=O)C(=O)NCC1(O)CCOCC1`?
GIRK2 act: inactive

What do the screens show for `Cc1ccc(N2CC(C(=O)Nc3nn(C)c4c3C(c3cccs3)CC(=O)N4)CC2=O)cc1` (stereo not given)?
GIRK2 act: inactive

What do the screens show for `C=CCCC(=O)NCC#CCN1CCc2ccccc2C1`?
GIRK2 act: inactive

Results for Cc1cc(C(=O)Nc2sc3c(c2C#N)CCC(C)C3)nn1C(C)C (stereo not given) ?
GIRK2 act: inactive

How did COCCn1c(=NC(=O)c2ccc(S(=O)(=O)C(C)C)cc2)sc2cc(OC)ccc21 do in these assays?
GIRK2 act: inactive

What do the screens show for `Cc1ccc(C)c(S(=O)(=O)N2CCC(C(=O)NCc3nc(C)no3)CC2)c1`?
GIRK2 act: inactive

Results for Cc1ccc(-c2nnc(NC(=O)c3ccc(S(=O)(=O)C(C)C)cc3)o2)cc1C ?
GIRK2 act: inactive

How did Cc1nc(C)c(CC(=O)N2CCN(c3ncccn3)CC2)s1 do in these assays?
GIRK2 act: inactive

How did COc1ccc(NC(=O)C(=O)NCc2ccc(F)cc2F)cc1Cl do in these assays?
GIRK2 act: inactive

What do the screens show for `CS(=O)(=O)N1CCCCC1C(=O)Nc1nc(-c2ccc(F)cc2)cs1` (stereo not given)?
GIRK2 act: inactive

How did COc1cc(OC)cc(C(=O)Nc2nnc(CCS(=O)(=O)c3ccccc3)o2)c1 do in these assays?
GIRK2 act: inactive

What do the screens show for `O=C(NCCOc1ccc(-c2ccco2)nn1)c1ccc(Cl)cc1Cl`?
GIRK2 act: inactive

Results for Cc1cc(NC(=O)C2CC(=O)N(c3ccccc3)C2)n(-c2nc(-c3ccccc3)cs2)n1 (stereo not given) ?
GIRK2 act: inactive

What do the screens show for `O=C(c1ccc(OC(F)(F)F)cc1)N1CCN(C(=O)c2cnn3ccccc23)CC1`?
GIRK2 act: inactive

How did O=C(Cn1nc(S(=O)(=O)c2ccccc2)ccc1=O)Nc1ccccc1F do in these assays?
GIRK2 act: inactive

What do the screens show for `O=C(NC1CC(=O)N(C2CC2)C1)c1ccc(-n2cccc2)cc1` (stereo not given)?
GIRK2 act: inactive

Results for COc1ccc2nc(-c3ccc(Cl)c(NC(=O)c4ccccc4C(F)(F)F)c3)cn2n1 ?
GIRK2 act: inactive

How did O=C(NCc1cccnc1)C(=O)Nc1ccc2c(c1)OCCO2 do in these assays?
GIRK2 act: inactive

Results for O=C(Cc1cc(-c2ccc(Cl)cc2)on1)NCc1ccco1 ?
GIRK2 act: inactive

Results for CC(=O)Nc1ccc(C2=NN(S(C)(=O)=O)C(c3ccco3)C2)cc1 (stereo not given) ?
GIRK2 act: inactive

How did O=C(NCC1CCN(c2ncccn2)CC1)C1COc2ccccc2O1 (stereo not given) do in these assays?
GIRK2 act: inactive

Results for Cc1ccc2c(CC(=O)Nc3ccc(F)c(Cl)c3)cc(=O)oc2c1 ?
GIRK2 act: inactive

Results for O=C(NCCOc1cccc(C(F)(F)F)c1)c1ccc([N+](=O)[O-])cc1 ?
GIRK2 act: inactive

Results for CC1Cc2ccccc2N1C(=O)CCCn1nc(-c2ccco2)ccc1=O (stereo not given) ?
GIRK2 act: inactive

Results for CCN(C(=O)c1cc2c(=O)n(C)c(=O)n(C)c2s1)c1ccccc1C ?
GIRK2 act: inactive

What do the screens show for `COc1ccc(S(=O)(=O)N2CCN(C(=O)c3cnn4ccccc34)CC2)cc1C`?
GIRK2 act: inactive

What do the screens show for `COc1ccc(OCCNC(=O)CCc2sc(C)nc2-c2cccs2)cc1`?
GIRK2 act: inactive

What do the screens show for `COc1ccc(NC(=O)Nc2ccc3c(c2)CCC(=O)N3)cc1OC`?
GIRK2 act: inactive

How did COc1ccc(NC(=O)Nc2ccc(-c3ccc(N4CCCCC4)nn3)cc2)cc1OC do in these assays?
GIRK2 act: inactive

What do the screens show for `CCOc1ccc(OCCNC(=O)c2ccc(OC)cc2)cc1`?
GIRK2 act: inactive

How did COc1ccccc1N1CCN(C(=O)C2CN(C(=O)COc3ccccc3F)C2)CC1 do in these assays?
GIRK2 act: inactive

How did CN1CC(NC(=O)NCc2ccc(F)cc2)CC1=O (stereo not given) do in these assays?
GIRK2 act: inactive

How did CC(C)NC(=O)CSc1nnc2c(=O)n(Cc3ccc(F)cc3)ccn12 do in these assays?
GIRK2 act: inactive

What do the screens show for `Cc1ccc(-n2nc3c(c2-n2cccc2)CN(C(=O)CSCc2ccccc2)C3)cc1`?
GIRK2 act: inactive

How did Cc1ccc(Nc2cc(C)nc3c4c(C)cc(C)nc4nn23)cc1 do in these assays?
GIRK2 act: inactive

What do the screens show for `CCOC(=O)c1ccc(NC(=O)Cn2cc(OC)c(=O)cc2CSc2ccccc2)cc1`?
GIRK2 act: inactive

Results for COc1ccc2cc(CNc3ccc(C)cc3)c(=O)n(CC(=O)Nc3cc(Cl)ccc3C)c2c1 ?
GIRK2 act: inactive

How did Cc1ccnc(Nc2ccc(N3CCN(C(=O)c4ccc(C)c(C)c4)CC3)nn2)c1 do in these assays?
GIRK2 act: inactive

How did Cc1cccc(-c2nc3c4cnn(-c5ccc(C)c(C)c5)c4ncn3n2)c1 do in these assays?
GIRK2 act: inactive

Results for COc1ccc(CNC(=O)Cc2nnc(-c3ccc(C)cc3)o2)cc1OC ?
GIRK2 act: inactive

How did CC(=O)c1ccc(NC(=O)CSc2ncc(S(=O)(=O)c3ccc(Cl)s3)c(N)n2)cc1 do in these assays?
GIRK2 act: inactive

Results for O=C(NCC1(c2cccs2)CCOCC1)C(=O)Nc1cccc(C(F)(F)F)c1 ?
GIRK2 act: inactive

What do the screens show for `COc1ccccc1C1(CNC(=O)NCc2ccc(F)cc2)CCOCC1`?
GIRK2 act: inactive

Results for COc1ccc2nc(-c3ccc(F)c(NC(=O)c4ccccc4OC)c3)cn2n1 ?
GIRK2 act: inactive

What do the screens show for `CN(C)C(CNC(=O)c1cccc(Br)c1)c1cccs1` (stereo not given)?
GIRK2 act: inactive

What do the screens show for `Oc1cc2ccccc2cc1-c1nc2c3cnn(-c4ccc(F)cc4)c3ncn2n1`?
GIRK2 act: inactive

How did Cc1ccc(C)c2sc(N3CCN(C(=O)C4CCN(S(C)(=O)=O)CC4)CC3)nc12 do in these assays?
GIRK2 act: inactive

Results for O=C(Nc1cccc(N2CCCCC2=O)c1)c1ccccc1[N+](=O)[O-] ?
GIRK2 act: inactive

Results for CS(=O)(=O)c1ccc(NC(=O)C2CN(C(=O)c3cccs3)C2)cc1 ?
GIRK2 act: inactive

How did O=S(=O)(NCC1CCN(Cc2cccs2)CC1)c1ccc(Cl)s1 do in these assays?
GIRK2 act: inactive

How did Cc1nc(NCCc2ccccc2)nc(N2CCOCC2)c1[N+](=O)[O-] do in these assays?
GIRK2 act: inactive

How did CCOc1ccccc1C(=O)N1c2ccccc2CC1C(=O)NC (stereo not given) do in these assays?
GIRK2 act: inactive

Results for CC(C)c1ccc(OCC(=O)NCC2CCCO2)cc1 (stereo not given) ?
GIRK2 act: inactive

Results for Cc1ccc2nc3c(cc(C(=O)NCCCN4CCCC4=O)n3C)c(=O)n2c1 ?
GIRK2 act: inactive

Results for Cc1noc(C)c1CC(=O)Nc1ccccc1NC(=O)c1cccs1 ?
GIRK2 act: inactive

How did COc1cc(C(=O)Nc2ccccc2S(C)(=O)=O)cc(OC)c1OC do in these assays?
GIRK2 act: inactive

What do the screens show for `CCOc1ccc(-c2noc(CS(=O)(=O)c3ccc(Br)cc3)n2)cc1`?
GIRK2 act: inactive

How did O=C(CCN1C(=O)c2ccccc2S1(=O)=O)Nc1ccccc1C(F)(F)F do in these assays?
GIRK2 act: inactive

Results for COc1ccc(-c2noc(-c3c(SC)nn(CC(=O)Nc4cccc(Cl)c4)c3N)n2)cc1 ?
GIRK2 act: inactive

Results for CC1(C)CC(=O)C2=C(C1)NC1=C(C(=O)CC(C)(C)C1)C2c1cccs1 ?
GIRK2 act: inactive

What do the screens show for `COCCn1nnn(-c2ccc(NC(=O)C3(c4cccs4)CCCC3)cc2)c1=O`?
GIRK2 act: inactive

What do the screens show for `O=C(c1ccc(F)cc1)N(C(=O)N1CCCCC1)c1cccc(Cl)c1`?
GIRK2 act: inactive

What do the screens show for `Cc1cc(=O)[nH]c(-n2nc(C)c(CCC(=O)NCCCOC(C)C)c2C)n1`?
GIRK2 act: inactive

Results for COc1cccc(C(CNC(=O)COc2ccccc2)N2CCOCC2)c1 (stereo not given) ?
GIRK2 act: inactive

Results for COc1ccccc1C(=O)N1C(=O)c2cccc3c(S(=O)(=O)N(C)C)ccc1c23 ?
GIRK2 act: inactive

What do the screens show for `Cc1ccc(-c2nsc(C(=O)NCCN3CCOCC3)c2N)cc1`?
GIRK2 act: inactive

Sorted by length of the SMILES (descending): some entries from above
Results for O=C(c1cc(Cl)ccc1[N+](=O)[O-])N(C(=O)N1CCCCC1)c1cccc(Cl)c1 ?
GIRK2 act: inactive

Results for CC1(C)CC(=O)C2=C(C1)NC1=C(C(=O)CC(C)(C)C1)C2c1cccs1 ?
GIRK2 act: inactive

How did COc1ccc(NC(=O)Nc2ccc(-c3ccc(N4CCCCC4)nn3)cc2)cc1OC do in these assays?
GIRK2 act: inactive

Results for CS(=O)(=O)c1ccc(NC(=O)C2CN(C(=O)c3cccs3)C2)cc1 ?
GIRK2 act: inactive

How did O=C(Nc1cc(-c2ccccc2)nn1CCO)c1ccccc1C(F)(F)F do in these assays?
GIRK2 act: inactive

(more compounds)
Results for CC(C)c1ccc(NC(=O)Cn2nc(-c3ccc(Cl)cc3)ccc2=O)cc1 ?
GIRK2 act: inactive

How did O=C(Nc1cccc(N2CCCC2=O)c1)c1cc(Br)ccc1Cl do in these assays?
GIRK2 act: inactive

How did COc1ccc(S(=O)(=O)NCC(c2ccc(F)cc2)N2CCN(C)CC2)cc1 (stereo not given) do in these assays?
GIRK2 act: inactive

How did O=C(NCCn1cnc(-c2ccccc2)cc1=O)c1cc(=O)c2ccccc2o1 do in these assays?
GIRK2 act: inactive

How did O=C(NCCOc1ccc(F)cc1)c1cc2ccccc2oc1=O do in these assays?
GIRK2 act: inactive

What do the screens show for `Cn1cnnc1SCCNC(=O)c1ccc2c(c1)ncn2-c1ccccc1`?
GIRK2 act: inactive

Results for COc1ccc(-c2ccc(=O)n(CC(=O)NCc3ccco3)n2)cc1 ?
GIRK2 act: inactive

Results for CCc1ccccc1NC(=O)/C=C/c1ccc(OC)cc1OC ?
GIRK2 act: inactive

What do the screens show for `COc1cccc(NC(=O)Cn2c(C)nc3c(sc4ccccc43)c2=O)c1`?
GIRK2 act: inactive

What do the screens show for `O=C(Cn1cnc(-c2ccccc2)cc1=O)N1CCCCC1`?
GIRK2 act: inactive

Results for O=C1CC(NC(=O)NC2CCCCC2)CN1 (stereo not given) ?
GIRK2 act: inactive

How did Cc1nc(NC(=O)c2ccc3c(c2)CCCC3)sc1C do in these assays?
GIRK2 act: inactive

4 neighbouring compounds already listed, quoted:
What do the screens show for `Cn1cnnc1SCCNC(=O)c1ccc2c(c1)ncn2-c1ccccc1`?
GIRK2 act: inactive

Results for COc1ccc(-c2ccc(=O)n(CC(=O)NCc3ccco3)n2)cc1 ?
GIRK2 act: inactive

Results for CCc1ccccc1NC(=O)/C=C/c1ccc(OC)cc1OC ?
GIRK2 act: inactive

What do the screens show for `COc1cccc(NC(=O)Cn2c(C)nc3c(sc4ccccc43)c2=O)c1`?
GIRK2 act: inactive

(continued)
Results for COc1ccc(C(=O)N2CCC3(CC2)NC(=O)N(Cc2ccc(C)cc2)C3=O)cc1OC ?
GIRK2 act: inactive

How did O=C(Nc1ccccc1)N1CCN(Cc2nnnn2-c2ccccc2)CC1 do in these assays?
GIRK2 act: inactive

What do the screens show for `CCN(CC)S(=O)(=O)c1ccc2c3c(cccc13)C(=O)N2C(=O)C(C)C`?
GIRK2 act: inactive

How did Cc1nn(C(=O)c2cccs2)c(C)c1CN1C(=O)c2ccccc2C1=O do in these assays?
GIRK2 act: inactive

Results for O=S(=O)(NC1(c2nc(-c3cnccn3)no2)CCCCC1)c1ccc2c(c1)OCCO2 ?
GIRK2 act: inactive

Screens: PubChem BioAssay, Vanderbilt University
